# Tau fluor counter – counter-screen for tau fibril formation inhibitors | tau K18 P301L Alexa594 fluorescence, heparin fibrillization | Potency, µM (highest dose often 57.7 µM), without a hit: at the top dose activity change, negative = decrease | 280,000 compounds, 0.93% hits; note: % is set by controls: 0 for no effect and ±100 for the full control effect; nearly all actives have a fitted effect of over 55% in size
#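 Human tau K18 P301L (15 uM unlabeled, 0.24 uM Alexa 594-labeled) in 100 mM sodium acetate pH 7 with 20 uM heparin, 6 hr at 37 C. ThT 30 uM added, 1 hr ambient; Alexa 594 FP and total fluorescence read at 555/632 nm.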
# Tau ThT inhib – inhibitors of human tau fibril formation, thioflavin T binding; P10636; recombinant tau K18 P301L, heparin-induced fibrillization, ThT fluorescence; Potency, µM (highest dose often 57.4 µM), inactives show at the highest dose activity, negative = inhibition, usual class: inhibitors; 270,000 compounds, 2.1% hits; AID 1460; note: % is set by controls: 0 for no effect and ±100 for the full control effect; nearly all actives have a fitted effect of over 55% in size
# Target sequence (P10636 561-689 P618L limits assumed): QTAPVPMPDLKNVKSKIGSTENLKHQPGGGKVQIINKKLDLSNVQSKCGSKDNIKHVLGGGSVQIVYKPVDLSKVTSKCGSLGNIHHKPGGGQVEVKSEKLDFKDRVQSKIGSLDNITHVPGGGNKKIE
#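 Using a mix of unlabeled (15 uM) and Alexa 594-labeled (0.24 uM) tau K18 P301L, heparin-triggered fibrillization over 6 hr at 37 C was scored by ThT fluorescence.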
# aGlu spleen mod – lysosomal alpha-glucosidase (human) modulation. 240,000 compounds, 0.006% hits. AID 2112. human spleen homogenate, 4-MU-alpha-glucoside fluorescence. P10253. Potency, µM (highest dose often 79.9 µM), for inactives: top-dose activity change, negative = inhibition, most hits filed as inhibitors;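 note: 0% = enzyme with vehicle and -100% = no enzyme basal signal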
#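 Human spleen homogenate (1 ug) with 4-methylumbelliferyl-alpha-D-glucopyranoside (1 mM final) in 50 mM citrate/phosphate pH 5.0, 0.01% Tween-20; 40 min at 37 C. Stopped at pH 10; 4-MU fluorescence Ex 365/Em 440 nm; AC50 by Hill fit.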
# GAA glycogen mod – alters human alpha-glucosidase cleavage of glycogen. P10253. recombinant GAA, glycogen substrate, Amplex Red glucose oxidase fluorescence. Potency, µM (series often up to 76.4 µM), for the others: at the top dose activity change, negative = inhibition, actives largely listed as inhibitors. 300,000 compounds, 0.38% hits. AID 2100;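 note: 0% = full enzyme reaction and -100% = no-enzyme basal signal; the screen sought inhibitors and activators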
#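 Recombinant enzyme (4 nM final) with compounds titrated up to 77 uM and bovine liver glycogen (30 ug) in citrate pH 5.0, 0.01% Tween-20, 37 C 40 min. Released glucose detected by Amplex Red/glucose oxidase (Ex 573/Em 610); AC50 from Hill fits.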
# GLA spleen mod – alpha-galactosidase A (human) modulation | human spleen homogenate, 4MU-alpha-Gal fluorescence, 40 min | AID 2107 | 240,000 compounds, 0.008% hits | Potency, µM (doses to about 80 µM), for the others: at the top dose activity change, negative = inhibition, hits mostly inhibitors;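 note: 0% = enzyme with vehicle and -100% = no enzyme basal signal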
# Target sequence (P06280 32-429 limits assumed): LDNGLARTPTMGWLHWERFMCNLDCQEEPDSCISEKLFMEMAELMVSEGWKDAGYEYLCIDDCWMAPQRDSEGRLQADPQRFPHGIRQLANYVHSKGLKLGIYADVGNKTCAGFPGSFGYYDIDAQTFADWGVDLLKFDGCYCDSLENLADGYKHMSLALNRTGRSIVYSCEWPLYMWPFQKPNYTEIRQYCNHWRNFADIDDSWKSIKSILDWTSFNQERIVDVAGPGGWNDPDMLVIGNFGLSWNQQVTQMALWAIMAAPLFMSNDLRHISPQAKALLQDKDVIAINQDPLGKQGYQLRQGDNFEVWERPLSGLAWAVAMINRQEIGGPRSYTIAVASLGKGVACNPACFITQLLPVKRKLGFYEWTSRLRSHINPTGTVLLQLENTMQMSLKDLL
#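 Fluorogenic readout (Ex 365/Em 440 nm) of 4-methylumbelliferone released from 1 mM 4-MU-alpha-galactoside by spleen homogenate, 40 min at 37C, pH 5.0. Data normalized to no-enzyme and enzyme controls; Hill-equation AC50 from compound titrations.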
# GAA inhib – blocks human lysosomal alpha-glucosidase; Potency, µM (titrated, usually from 76.9 µM), for the others: at the highest dose activity change, negative = inhibition, hits mostly inhibitors; 200,000 compounds, 0.005% hits; AID 1466; purified human GAA, 4-MU-alpha-glucoside fluorescence;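 note: plate controls were uninhibited enzyme wells for no effect and no-enzyme background for full effect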
#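 Enzyme (4 nM final) mixed with compound (up to 77 uM), then 4-MU-alpha-D-pyranoside (400 uM final) added; 20 min at room temperature, pH 5.0. Reaction stopped at pH 10, fluorescence read, AC50 derived by Hill fit.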
# HTT cytoprotect – cytoprotection in Huntington HTT-Q103 PC12 cell model; AID 1471; PC12 HTT-Q103 induced, cytoprotection, ATP luminescence, 40 h; 230,000 compounds, 0.14% hits; Potency, µM (doses to about 56.4 µM), without a hit: cytoprotection (ATP increase), usual class: activators;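 note: % of control where 0% means no effect; nearly all actives have a fitted effect of over 45% in size; toxic huntingtin expression switched on by the ecdysone agonist tebufenozide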
#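 Huntington model: PC12 line, ecdysone-inducible HTTQ103 exon1–GFP, tebufenozide 100 nM. Test articles in a dose series. Endpoint luminescence from cellular ATP.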
# Tau fibril FP – tau fibrillization inhibition (FP). K18 P301L tau heparin fibrillization, Alexa594 FP, 6 h. Potency, µM (titrated, usually from 57.7 µM), for inactives: at the highest dose activity, negative = inhibition, most hits filed as inhibitors. AID 1468. 280,000 compounds, 0.39% hits; note: % is set by controls: 0 for no effect and ±100 for the full control effect; nearly all actives have a fitted effect of over 55% in size
#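 Human tau K18 […] P301L fragment, 15 uM unlabeled plus 0.24 uM Alexa 594-labeled tau (final), with compound and 20 uM heparin in 100 mM sodium acetate pH 7; 6 hr at 37 C, then Alexa 594 FP read.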
# The depositor's hits bear a star; ? = inconclusive; / = no result given; & = joins results of further samples; [ ] = another dose, or the depositor's remark. Calls come from the whole dose curve; as a rule, active = well fitted curve in the direction sought with a large enough effect; inconclusive = small, poorly fitted or top-dose-only effect, or another doubt; inactive = no such curve, though single readings can be large; an effect the other way counts as inactive or inconclusive. Potency is the fitted concentration of half-maximal effect.
entry	canonical_smiles	Tau fluor counter	Tau ThT inhib	aGlu spleen mod	GAA glycogen mod	GLA spleen mod	GAA inhib	HTT cytoprotect	Tau fibril FP
1	CCN(CC)S(=O)(=O)c1ccc(-c2nnc(SCc3nnc(-c4ccc(C)cc4)o3)n2CC)cc1	-6.5%	-11.8%	-2.3%	4.1%	1.8%	-11.3%	-8.6%	2.8%
2	CC(=O)c1cccc(NC(=O)c2ccc(Cl)c(S(=O)(=O)N3CCOCC3)c2)c1	-20.5%	-3.0%	/	14.8%[76.3 µM]	/	/	/	-10.6%
3	CN(C)c1nc(OCCNC(=O)Nc2ccccc2)nc(N2CCCCC2)n1	?	?	-8.7%	3.1%	-0.4%	-7.7%	6.2%[10 µM]	-10.9%
4	OC1(c2cccnc2)CCN(Cc2nnnn2C2CCCCC2)CC1	-5.6%	0.7%	-3.8%	6.2%	-2.6%	-1.3%	-2.6%	-2.1%
5	COc1ccc2cc(-c3cc(C(=O)OCC(=O)NC4CCS(=O)(=O)C4)c4ccccc4n3)ccc2c1 (configuration not stated)	-1.6%	1.7%	-3.2%	2.0%	8.2%	?	/	2.3%
6	Nc1c(-c2ccccc2)c(CN2CCOCC2)nn1-c1ccc(C(=O)O)cc1	14.7%	6.4%	-6.1%	-3.4%	-0.7%	-0.1%	-3.6%[10 µM]	-1.6%
7	CC1CN(C(=O)/C=C/c2ccc3c(c2)OCO3)CC(C)O1 (configuration not stated)	4.1%	-4.7%	-4.8%	-0.3%	-3.8%	-10.0%	-2.3%[10 µM]	6.7%
8	C=C(C)Cn1c(C2CC(=O)N(Cc3ccccc3)C2)nc2ccccc21 (configuration not stated)	-1.7%	2.8%	8.2%	1.4%	-22.1%	-4.7%	1.7%[10 µM]	2.9%
9	COc1ccc2[nH]cc(C(=O)CN3CCN(C4CCCCC4)CC3)c2c1	1.5%	6.0%	-0.2%	-19.9%	7.8%	2.5%	-14.7%[0.074 µM]	7.2%
10	CC(C)NC(=O)NC(=O)CSc1nnc(-c2ccccc2F)n1N	-0.2%	-7.1%	12.1%	2.9%	2.0%	-1.2%	3.5%[10 µM]	5.1%
11	COc1ccc(C(=O)NCCn2cc(SCc3cc(C)ccc3C)c3ccccc32)cc1	?	?	/	-8.3%[76.3 µM]	/	/	/	-3.4%
12	C(#Cc1ccccc1)C[N+]1(CC#Cc2cccc3ccccc23)CCOCC1	4.6%	-17.7%	-4.5%	13.0%	-7.4%	10.6%	-12.0%[10 µM]	4.8%
13	Cc1ccc(Oc2nnc(-c3cccs3)c3ccccc23)cc1C	-7.0%	-10.6%	-5.9%	-0.2%	1.2%	-21.6%	-3.2%[0.074 µM]	-10.6%
14	CCc1nnc(NC(=O)C(CC)c2ccccc2)s1 (configuration not stated)	-1.2%	-1.2%	12.6%	1.2%	4.4%	-1.9%	/	?
15	Cc1ccc(CNC(=O)CCCC(=O)O)cc1	-1.0%	-1.1%	-1.9%	2.8%	6.7%	-3.3%	-4.1%	-2.1%
16	COC(C[C@H]1O[C@H]1[C@H](O)[C@H](C)OCc1ccccc1)OC	13.3%	15.9%	-2.6%	9.0%	-5.4%	/	-3.6%[10 µM]	-8.4%
17	c1ccc(-n2ncc3c2ncn2c(C4CCCCC4)nnc32)cc1	-3.3%	-9.1%	-2.7%	0.8%	-11.7%	-4.1%	-10.1%	3.5%
18	CC(=O)NCCCc1nc2ccccc2n1Cc1ccccc1F	17.2%	/	1.7%	8.5%	6.5%	/	-2.6%[10 µM]	5.2%
19	Cn1c(Cn2c(=O)sc3ccccc32)nnc1SCC(=O)NC1CCCCC1	-0.7%	-3.5%	4.8%	3.4%	4.9%	3.3%	9.2%	-4.5%
20	Cc1c(O)cc2c(c1O)C(=O)CC(c1ccccc1)O2 (configuration not stated)	-14.3%	-7.4%	-0.7%	-3.2%	3.2%	/	-5.1%[10 µM]	7.0%
21	N/C(COc1ccc(C(=O)O)cc1)=N\O	-1.6%	-4.3%	3.9%	-12.5%	-4.2%	3.0%	-5.6%	2.1%
22	COc1ccc(C2CC(=O)N(CC(=O)Nc3cc(C)ccc3C)c3ccccc3S2)cc1 (configuration not stated)	11.2%	5.5%	/	10.1%[76.3 µM]	/	/	/	-8.2%
23	CCOC(=O)N1CCC(NC(=O)C2=CCN(S(=O)(=O)c3ccc(F)cc3)CC2)CC1	-7.8%	/	-4.4%	3.4%	-0.1%	/	4.8%[10 µM]	4.6%
24	Cc1ccc(NC(=O)CN2CCc3ccccc3C2)cc1F	-22.6%	?	-19.0%	6.8%	2.2%	/	-5.1%[10 µM]	-9.8%
25	COc1ccc(NC(=O)C2OC3OC(C)(C)OC3C3OC(C)(C)OC23)cc1 (configuration not stated)	-12.9%	-6.7%	-22.6%	3.0%	4.8%	5.0%	6.5%[10 µM]	-3.2%
26	Cc1cccc(N2CCN(C(=O)c3cccc(S(=O)(=O)N4CCc5ccccc5C4)c3)CC2C)c1 (configuration not stated)	-16.7%	-15.0%	-4.5%	-9.6%	5.3%	-2.5%	8.8%[10 µM]	-0.9%
27	C[C@H]1Cc2c(-c3ccccc3)nc3c(c2CO1)CN(C(=O)c1cccnc1)CC3	-12.4%[11.6 µM]	-4.0%[11.5 µM]	7.0%[17.4 µM]	/	3.3%[17.5 µM]	/	-16.6%[10 µM]	-0.1%[11.6 µM]
28	COc1ccc(N2CCN(CCNC(=O)CCS(=O)(=O)c3cccc4nsnc34)CC2)cc1	-3.6%	-10.7%	0.5%	-0.7%	-2.8%	-9.9%	/	3.7%
29	CC1=C([N+](=O)[O-])C(c2ccccc2)C2=C(N1)c1ccccc1C2=O (configuration not stated)	15.8µM*[quencher]	15.8µM*	-22.1%	?	-3.6%	-0.4%	-68.3%[inhibitor]	-0.9%
30	COc1ccc(C(=O)ON=C2c3ccccc3-c3ccccc32)cc1OC	-8.8%	-1.2%	-3.5%	6.6%	-0.7%	3.2%	-10.3%[10 µM]	2.0%
31	Cc1ccn(C(=O)c2ccc(NC(=O)C3CC3)cc2)n1	-12.3%	-8.0%	5.8%	8.9%	-1.5%	5.0%	35.7%[10 µM]	1.2%
32	CCc1ccc2occ(CC(=O)Nc3c(C(=O)c4ccccc4)oc4ccccc34)c2c1	?	-11.4%	/	-6.5%[76.3 µM]	/	/	/	?
33	COc1ccc(CC(=O)NC(CC(=O)O)c2cccc([N+](=O)[O-])c2)cc1 (configuration not stated)	11.5%	5.6%	7.8%	2.7%	-5.0%	2.2%	-8.1%	-5.9%
34	COc1cc(/C=C2\SC(=S)N(NS(=O)(=O)c3ccc(C)cc3)C2=O)cc(OC)c1OC	-9.6%	?	-2.1%	1.6%	-7.2%	/	-8.5%[10 µM]	5.6%
35	COCCn1c(-c2ccc(OC)cc2)nc2oc3cc(OC)ccc3c(=O)c2c1=O	-3.5%	-10.4%	2.8%	1.5%	5.8%	-9.9%	-9.4%	8.9%
36	Oc1ccc(/C=N/N(Cc2ccccc2)c2ccccc2)cc1	15.8µM*[quencher]	?	1.8%	?	0.1%	-1.2%	-13.2%	?
37	COc1c[nH]n(C2CCCCC2)c(=O)c1=O	-10.7%	-11.1%	3.8%	13.0%	9.0%	3.2%	3.1%	10.2%
38	Cc1ccccc1OCc1nc(C#N)c(N2CCCC2)o1	-12.1%	-3.1%	-3.8%	7.1%	-0.9%	12.3%	-28.1%[10 µM]	-4.5%
39	Cc1occc(=O)c1O	-10.4%&-3.1%	-7.6%&-4.5%	-1.6%&4.5%&-6.3%	2.8%	5.6%&-1.5%&3.2%	-3.7%[15.4 µM]	5.9%	-14.6%&4.3%
40	COC(=O)Cn1c(=NC(=O)c2ccc(Cl)s2)sc2cc(C)ccc21	1.3%	0.2%	2.6%	3.9%	5.1%	10.6%	-1.1%[10 µM]	0.4%
41	Cc1ccc2oc(-c3ccc(NC(=O)c4oc5ccc(Cl)cc5c4C)cc3)nc2c1	-7.7%	-16.5%	/	15.7%[76.3 µM]	/	/	/	1.8%
42	CC1(C)CC(=O)C2=C(C1)N(Cc1ccco1)C(=O)C2(NC(=O)c1cccnc1)C(F)(F)F (configuration not stated)	-9.6%	-18.3%	2.1%	9.5%	3.6%	-5.7%	-14.3%	-2.6%
43	O=c1oc2cc(Oc3ccc(C(F)(F)F)cc3[N+](=O)[O-])ccc2c2c1CCC2	-7.2%	-6.5%	6.3%	4.1%	14.6%	1.5%	-4.7%[1.9 µM]	3.7%
44	COc1cc(NC(=S)N2CCCC(C)C2)cc(OC)c1OC (configuration not stated)	0.4%	-7.5%	6.5%	-0.7%	3.3%	6.5%	3.8%	-0.3%
45	O=C(CCC1N=C2c3ccccc3N=C(SCC(=O)NCc3ccco3)N2C1=O)NCc1ccco1 (configuration not stated)	-7.7%	?	-17.9%	-9.4%	11.2%	4.7%	-16.7%	-5.1%
46	O=C(N/N=C/c1ccc(-c2ccc(Br)cc2)o1)c1ccc2c(c1)OCO2	-17.3%	?	5.9%	-4.1%	7.6%	-12.1%	/	-12.9%
47	C=CCc1cccc(CNc2c(C)cc(C)cc2C)c1O	-4.8%	-10.3%	-4.6%	?	1.7%	-18.4%	/	-1.5%
48	COc1ccc(N2CCN(c3ncnc4c3[nH]c3ccccc34)CC2)cc1	?	?	-16.0%	-10.8%	17.9%	0.4%	-46.3%[inhibitor]	4.4%
49	CCN(C1CCCCC1)S(=O)(=O)c1ccc(S(=O)(=O)NCc2ccncc2)cc1	-17.0%	-6.7%	-7.7%	-16.2%	-20.2%	0.4%	20.8%[10 µM]	-8.2%
50	COC(OC)c1ccc(C#N)c(=O)[nH]1	-3.2%	-2.4%	/	-3.2%	6.5%	5.4%	-19.1%	-1.7%
51	Cc1cc(C)cc(NC(=O)CCc2c(C)nc3c(c2C)c(=O)n(C)c(=O)n3C)c1	-22.5%	?	/	-5.5%[76.3 µM]	/	/	/	-0.8%

# Source: PubChem BioAssay
